Screening results from PubChem.
Lipid storage S3: qHTS Assay for Lipid Storage Modulators in Drosophila S3 Cells; hit rate 0.64% among 320,000; lipid storage change, negative = inhibition, % at the top dose, mostly 46.1 µM; hits show Potency in µM; Drosophila S3 cells, BODIPY lipid droplet fluorescence, 18-24 h; cells fed with added oleic acid; active means well fitted inhibition curve with a large enough effect in the signal ratio, with a control signal flat, not every such curve was filed as active; inconclusive means small, poorly fitted or top-dose-only effect, or effect the other way, or a change in a side signal; the % refers to the signal ratio
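Drosophila S3 cells got compounds at several concentrations plus oleic acid (400 uM solution). Laser-scanning cytometry with 488 nm excitation read lipid droplets at 500-530 nm and cells at 575-640 nm. Percent activity was relative to 20 uM Triacsin C.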
Lipid storage S3 cell count max: further read-out of Lipid storage S3, marked with its call; cell number change, %; measured here: cell count max response;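 cells counted by Cell Tracker Red CMTPX staining in the red channel; peak over a dose series mostly up to 46.1 µM; percent activity relative to internal control wells on each plate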
Active calls of the source: *; i = inactive; ? = inconclusive; / = no result given. On the % scale 0 is the no-effect control and ±100 the full control effect; potency means the concentration at half of the fitted maximal effect.

SMILES	Lipid storage S3	Lipid storage S3 cell count max
COc1ccc(NC(=O)c2cn(-c3ccccc3)nc2SC)cc1	-3%	7
Cc1oc2c(c(C)cc3oc(=O)c(CC(=O)NCC(=O)NCC(=O)O)c(C)c32)c1C	?	/
O=C(CN1CCN(S(=O)(=O)c2ccc(F)cc2)CC1)Nc1ccc2c(c1)OCCO2	13%	1
COc1ccc(C(=O)NCCCc2nc3ccccc3n2Cc2cc(C)ccc2C)cc1OC	?	/
NC(=O)COc1ccc(/C=C2\C(=O)ON=C2c2ccccc2)cc1	-22%	-26
O=c1nc(SCc2ccccc2Cl)nc(-c2ccc(Cl)cc2)[nH]1	-4%	-6
COc1ccc(C(c2c(C)[nH][nH]c2=O)c2c(C)[nH][nH]c2=O)cc1Br	-18%	-9
COc1ccccc1NS(=O)(=O)c1cccc(NC(=O)CCNC(=O)c2ccccc2OC)c1	15%	21
COc1ccccc1N(C(=O)c1snc(C(N)=O)c1N)C(C(=O)NC1CCCC1)c1ccco1 (configuration not stated)	?	/
Cc1cccc(C)c1NC(=S)/N=C/N(C)C	?	/
O=C(CCS(=O)(=O)c1ccc(Br)cc1)Nc1ccc2c(c1)OCO2	3%	-18
Cc1ccc(C)c(NC(=O)c2ccccc2Sc2ccc([N+](=O)[O-])cc2Cl)c1	?	/
COc1ccc(CCNCC2C(Oc3ccc(Cl)cc3)C(=O)N2c2ccccc2C)cc1OC (configuration not stated)	?	/
C=C1Cn2c(nnc2-c2ccc(Cl)cc2)S1	?	/
CCOC(=O)CSc1nc2ccccc2c(=O)n1CC1COc2ccccc2O1 (configuration not stated)	?	/
CN(C)C(=O)NC(NC(=S)Nc1ccccc1)C(Cl)(Cl)Cl (configuration not stated)	-8%	/
CSc1nc(O)c(C(c2ccccc2)c2c(O)nc(SC)[nH]c2=O)c(=O)[nH]1	-21%	-17
Cc1ccccc1NC(=O)CCN1C(=O)c2ccccc2C1=O	?	/
CCCCCn1c(SCC(=O)c2ccccc2)nc2cc(C(=O)NCc3ccco3)ccc2c1=O	2%	-15
O=C(Nc1ccc(F)cc1)c1ccc(Cn2cnnn2)cc1	i	/
CC(=O)C1=C(c2ccccc2)NC(=O)NC1c1ccc2c(c1)OCO2 (configuration not stated)	?	/
CCCOc1ccc(CNC(=S)NCc2ccc(OC(C)C)cc2)cc1	?	/
CCCCN1C(=S)NC[C@@H]1Cc1ccc(O)cc1	3%	-4
Nc1[nH]n2c(=O)cc(-c3ccccc3)nc2c1N=Nc1ccc(S(N)(=O)=O)cc1	8%	1
CCn1nnc(-c2ccccc2NS(=O)(=O)c2ccc(C(=O)OC)cc2)n1	?	/
(continued)
SMILES	Lipid storage S3	Lipid storage S3 cell count max
COc1ccccc1C(=O)Nc1ccc2c(c1)nc1n2CCN(C2CCCCC2)C1	?	/
CCOc1ccccc1C(=O)N1CCN=C1SC	?	/
Cc1ccc(S(=O)(=O)N2CCOCC2)cc1NC(=O)COC(=O)Cc1cccs1	24%	/
NS(=O)(=O)c1cccc(NC(=O)CC2(CC(=O)O)CCCC2)c1	?	/
CC1CCc2nn(CC(=O)Nc3ccc(F)cc3F)cc2C1 (configuration not stated)	i	/
COc1cc([N+](=O)[O-])c(N2CCOCC2)c([N+](=O)[O-])c1OC	8%	15
CCCn1c(SCC(=O)Nc2cc(Cl)ccc2Cl)n[nH]c1=O	i	/
O=C(NC1CCCc2ccccc21)C1CCN(S(=O)(=O)c2ccccc2)CC1 (configuration not stated)	?	/
O=c1[nH]c2cc3c(cc2cc1C(c1nnnn1Cc1ccccc1)N1CCN2CCCC2C1)OCCO3 (configuration not stated)	i	16
COc1ccc2[nH]c3c(c2c1)CCN1C(=O)N([C@@H](C)C(=O)NC2CCN(Cc4ccccc4)CC2)C(=O)[C@]31C	-21%	5
O=C(/C=C/c1ccco1)NCC1CCCO1 (configuration not stated)	i	-7
c1cnc2ccc(C(c3nnnn3C3CCCCC3)N3CCN4CCCC4C3)cc2c1 (configuration not stated)	-17%	9
Nc1nc(-c2cccc(Br)c2)cs1	?	/
C=CCn1c(COc2ccc(Cl)cc2)nnc1SCC(=O)Nc1ccc(S(N)(=O)=O)cc1	2%	13
O=C(Cc1ccc(-c2ccccc2)cc1)OCC(=O)N1CCCC1=O	?	/
O=C(Nc1cccc(S(=O)(=O)N2CCOCC2)c1)C1CCCC1	?	/
CC(C)n1cc(/C=C2/NC(=O)NC2=O)c2ccccc21	17%	/
CCN(CC)S(=O)(=O)c1ccc(C(=O)Nc2ccc3c(c2)OCO3)cc1	-9%	-15
C#CCNC(=O)C1=C[C@@H](C2CCCCC2)C[C@@H](OCCCCO)O1	-6%	-1
COc1ccc(CN(Cc2cccn2C)S(=O)(=O)c2cccc(C(F)(F)F)c2)cc1	?	/
N/C(=N\OC(=O)c1ccc(=O)n(Cc2ccccc2)c1)c1ccccn1	?	/
CCOC(=O)C1CCN(C(=O)c2ccc(Cl)c(NC3=NC4CS(=O)(=O)CC4S3)c2)CC1 (configuration not stated)	?	/
O=C(Nc1ccccc1)Nc1ccccc1C(=O)NCc1ccccc1	?	/
O=C1C(C=NC2CC2)=C(O)c2ccccc21	5%	6
CCC(CC)NC(=O)COc1ccc(OC)cc1C=O	17%	/
Going on with the list.
SMILES	Lipid storage S3	Lipid storage S3 cell count max
CCOc1ccc(/C=N/NC(=O)c2nnn(-c3nonc3N)c2CN2CCC(C)CC2)cc1	?	/
CCCCCn1c(CN(C)Cc2ccccc2)nc2c1c(=O)n(C)c(=O)n2C	?	/
CC(C)Cn1c(SCC(=O)NCc2ccc(Cl)cc2)nnc1-c1cccc(S(=O)(=O)N2CCOCC2)c1	?	/
CCN(CC)c1ccc(C(NC(C)=O)NC(C)=O)cc1	5%	4
Cc1oc2ccc(OC(=O)COc3c(F)c(F)c(F)c(F)c3F)cc2c1C(=O)OC(C)C	?	/
COc1cc2c(cc1NC(=O)COC(=O)c1ccc(C(C)(C)C)cc1)oc1ccccc12	7%	15
CCOC(=O)C1C(c2ccc(O)cc2)NC(=O)NC1(O)C(F)(F)F (configuration not stated)	?	/
COC(=O)c1cc(OC)c(OC)cc1NC(=O)CCC1CCCC1	i	/
COc1cccc(CCc2nnc(CCC(=O)N3CCCC3c3nccs3)o2)c1 (configuration not stated)	7%	1
CCOC(=O)c1[nH]c2ccccc2c1N=C(C)N(CC)CC	?	/
O=C(NCCCN1CCOCC1)c1ccc(Sc2ccc(Br)cc2)c([N+](=O)[O-])c1	8%	2
COc1ccc(/C=N/Nc2ccc(C(=O)O)cc2)c(OC)c1OC	?	/
O=c1[nH]c(=O)n(Cc2ccco2)c2c1C(C(F)(F)F)(C(F)(F)F)N=C(c1ccc(F)cc1)N2	i	-5
O=C(CSc1n[nH]c(-c2ccccc2O)n1)NC1CCCCC1	?	/
Cc1ccc(CNC(=O)CCNS(=O)(=O)c2ccc3c(c2)c(=O)n(C)c(=O)n3C)cc1	-6%	5
N#CCCn1cc(/C=C2\NC(=S)N(c3ccccc3)C2=O)c(-c2ccc(F)cc2)n1	?	/
O=C(COc1ccccc1[N+](=O)[O-])NCCCN1CCCC1=O	?	/
CC(C)COc1ccc(C(=O)N/C(=C\c2cccc([N+](=O)[O-])c2)C(=O)O)cc1	?	/
O=C(Nc1ccc(F)cc1)NC1CCN(Cc2ccccc2)CC1	?	/
Cc1ccc(NC(=O)C2CCN(c3ncnc4c3nc3n4CCCCC3)CC2)cc1Cl	23%	/
COC(=O)c1ccc(NC(=O)C(OC)c2ccccc2)cc1 (configuration not stated)	-16%	-18
C=CCNC(=S)Nc1ccc2nc(C)c(C)nc2c1	-21%	/
Nc1ccc(Cl)cc1/C(=N/O)c1ccccc1	i	-9
Cc1ccc(S(=O)(=O)NCCC(=O)NNC(=O)C2COc3ccccc3O2)cc1 (configuration not stated)	?	/
O=C(O/N=C/c1cccc([N+](=O)[O-])c1)C1CC1	?	/
Next section.
SMILES	Lipid storage S3	Lipid storage S3 cell count max
CCOC(=O)Cc1csc(NC(=O)CSc2nnnn2-c2ccc(C)cc2C)n1	?	/
CCn1c(C)nc2cc(-c3nnc(-c4c(-c5ccccc5)noc4C)o3)ccc21	?	/
COc1ccc(N2C(=O)C3NN=C(C(=O)OCc4ccccc4)C3C2=O)cc1 (configuration not stated)	?	/
CNc1ccccc1C(C)(C)c1cc(C)[nH]n1	?	/
Cc1c(C(C)NC(=O)c2cc(COc3cccc4cnccc34)on2)cnn1C (configuration not stated)	?	/
Cc1ccc(C)c(NC(=O)CN(C)C(=O)C2CCN(S(=O)(=O)c3ccc4c(c3)OCCO4)CC2)c1	?	/
COc1cc(-n2c(=O)c3ccccc3n(Cc3cc(=O)n4ccccc4n3)c2=O)cc(OC)c1OC	?	/
O=C(Cn1c(-c2ccccn2)nc2ccccc21)N/N=C/c1cccnc1	2%	-8
O=C(CSc1nnc(-c2ccncc2)o1)NCc1ccc(Cl)cc1	?	/
O=C(CCCOc1ccccc1)N1CCN(c2ccc(F)cc2)CC1	i	/
COc1ccc(C(=O)NC(=O)NC2(C(Cl)(Cl)Cl)OCCO2)cc1	?	/
CCSC(C)CC1CC(=O)CC(=O)C1 (configuration not stated)	?	/
C/C(=N\NC(=O)c1c(Cl)c(C)nn1C)c1ccc(NC(=O)COc2ccc(Cl)cc2C)cc1	-4%	11
Clc1ccc(Cn2nnc(-c3ccc(N4CCOCC4)cc3)n2)cc1	16%	2
Cc1ccc(NC(=O)c2ccc(S(=O)(=O)Nc3c(C)n(C)n(-c4ccccc4)c3=O)cc2)nc1	?	/
Cc1cc(C)c(C#N)c(SCCN2CCOCC2)n1	11%	-1
CCOc1nc(NC2CCCCC2)nc(NC(C)(C)C)n1	?	/
Cn1nc(C(C)(C)C)cc1C(=O)Nc1nc2c(s1)C(=O)CC(C)(C)C2	?	/
CCOC(=O)c1[nH]c(C)c(C(=O)OCC(=O)N2CCc3ccccc32)c1C	?	/
O=C(c1cnc2sccn2c1=O)N1CCc2ccccc2C1	?	/
CCOC(=O)COc1ccc(C2CC(C)=NN2c2ccccc2)cc1 (configuration not stated)	2%	6
CCC(=O)NNc1ncnc2ccccc12	?	/
O=C(O)C1=C(OCc2ccc(F)c(F)c2)C(=O)NCC1	?	/
CCOc1ccccc1C(=O)N1CCC(C(=O)c2ccc(F)cc2)CC1	2%	-3
CCc1noc(C)c1C(=O)Nc1nc2c(C)cc(C)cc2s1	?	/
Remaining list, next part:
SMILES	Lipid storage S3	Lipid storage S3 cell count max
COc1ccccc1NC(=O)C1(c2ccccc2)CCCC1	-1%	12
COc1cccc(-c2cc(C(=O)NC3CCCCC3)no2)c1	?	/
O=C(CSc1ncnc2ccccc12)c1cccs1	?	/
CCCCn1cc2c(c1-c1cccc(C)c1)c(=O)n(C)c(=O)n2C	?	/
COc1ccccc1NC(=S)NNC(=O)c1ccncc1	?	/
Oc1ccc2ccccc2c1CNn1cnnc1	?	/
O=C(COC(=O)c1cccc(S(=O)(=O)N2CCCCCC2)c1)Nc1ccccc1	?	/
O=C(NN1C(=O)C2C3C=CC(C4CC34)C2C1=O)c1cccc(Br)c1 (configuration not stated)	-3%	-6
O=C(CSc1ncnc2c1cnn2-c1ccc(F)cc1)NCC1CCCO1 (configuration not stated)	?	/
NC(=O)COc1ccc(/C=N/NC(=O)C2CCCN2S(=O)(=O)c2ccc(Cl)cc2)cc1 (configuration not stated)	i	/
N#CCOc1coc(CN2CCN(c3ccccc3)CC2)cc1=O	i	10
Cc1ccc(C(=O)COC(=O)c2cnccn2)cc1C	?	/
Clc1cccc(C2CCN(Cc3nc(COc4ccccc4)no3)C2)c1 (configuration not stated)	1%	4
CSc1nc(-c2ccco2)nn1S(C)(=O)=O	?	/
Cc1ccc(Cc2c[nH]c(=S)s2)cc1	4%	3
Cc1cccc(-n2c(O)c(C=NC3CCS(=O)(=O)C3)c3ccccc3c2=O)c1 (configuration not stated)	?	/
CCn1ncc(C2=NOC(C(=O)Nc3ccc(C)cc3)C2)c1C (configuration not stated)	?	/

In the list so far, these have an NH in an aromatic ring:
SMILES	Lipid storage S3	Lipid storage S3 cell count max
O=c1nc(SCc2ccccc2Cl)nc(-c2ccc(Cl)cc2)[nH]1	-4%	-6
COc1ccc(C(c2c(C)[nH][nH]c2=O)c2c(C)[nH][nH]c2=O)cc1Br	-18%	-9
CSc1nc(O)c(C(c2ccccc2)c2c(O)nc(SC)[nH]c2=O)c(=O)[nH]1	-21%	-17
Nc1[nH]n2c(=O)cc(-c3ccccc3)nc2c1N=Nc1ccc(S(N)(=O)=O)cc1	8%	1
CCCn1c(SCC(=O)Nc2cc(Cl)ccc2Cl)n[nH]c1=O	i	/
O=c1[nH]c2cc3c(cc2cc1C(c1nnnn1Cc1ccccc1)N1CCN2CCCC2C1)OCCO3 (configuration not stated)	i	16
COc1ccc2[nH]c3c(c2c1)CCN1C(=O)N([C@@H](C)C(=O)NC2CCN(Cc4ccccc4)CC2)C(=O)[C@]31C	-21%	5
CCOC(=O)c1[nH]c2ccccc2c1N=C(C)N(CC)CC	?	/
O=c1[nH]c(=O)n(Cc2ccco2)c2c1C(C(F)(F)F)(C(F)(F)F)N=C(c1ccc(F)cc1)N2	i	-5
O=C(CSc1n[nH]c(-c2ccccc2O)n1)NC1CCCCC1	?	/
CNc1ccccc1C(C)(C)c1cc(C)[nH]n1	?	/
CCOC(=O)c1[nH]c(C)c(C(=O)OCC(=O)N2CCc3ccccc32)c1C	?	/
Cc1ccc(Cc2c[nH]c(=S)s2)cc1	4%	3

A portion of the library (hit frequency here may not be typical).
